TLR9-MyD88 inh: inhibitors of human TLR9-MyD88 binding; CHO BLA complementation TLR9-MyD88, CCF4 FRET ratio; inhibition, % at 4.98 µM; hit rate 0.21% among 340,000; AID 504734;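 active = inhibition above the mean over all tested compounds plus 3 SD, cut at about 21% in these data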;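 note: 0% = DMSO only wells and 100% = clavulanate BLA inhibitor control wells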
ABCB6 inh MLPCN: inhibitors of human ABC transporter ABCB6; fluorescence ratio to DMSO, % at 10 µM; Q9NP58; hit rate 0.19% among 360,000; AID 602162; K562-ABCB6 porphyrin accumulation, flow cytometry, 1 h; active compounds read low;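 active = fluorescence ratio to DMSO below 75%, the collection mean minus 3 SD; inconclusive = too few cells collected in the well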;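 note: signal is porphyrin accumulated inside mitochondria; 100% equals median channel fluorescence of DMSO control wells; lower ratio means ABCB6 inhibition with less porphyrin fluorescence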
MC4R ag barr: human MC4R agonism via beta-arrestin; P32245; U2OS MC4R beta-arrestin complementation, luminescence; percent of melanotan II response, DMSO zero; activation, % at 8.9 µM; hit rate 0.98% among 360,000; AID 540308;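 active = activation above a per-plate cutoff, the mean activation of sample wells on that plate plus 3 SD, cut at about 8% in these data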
Target sequence (P32245 whole entry, looked up): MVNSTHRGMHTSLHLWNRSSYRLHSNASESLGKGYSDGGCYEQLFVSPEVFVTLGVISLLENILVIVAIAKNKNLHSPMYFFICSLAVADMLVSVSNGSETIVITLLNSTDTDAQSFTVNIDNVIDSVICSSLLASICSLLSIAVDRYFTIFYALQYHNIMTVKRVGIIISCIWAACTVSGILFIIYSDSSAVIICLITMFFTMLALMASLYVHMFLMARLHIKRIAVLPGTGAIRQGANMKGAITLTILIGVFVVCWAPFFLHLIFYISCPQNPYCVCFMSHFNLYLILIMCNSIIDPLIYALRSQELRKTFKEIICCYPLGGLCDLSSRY
Glyco luc inh: N-linked glycosylation inhibition; D54 ERlucT glycosylation luciferase reporter, 24 h; percent of 100 nM tunicamycin response; hit rate 0.23% among 360,000; AID 588692; reporter increase, % at 12.5 µM;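 active = mean luciferase reporter signal, scaled so untreated is 0 and the glycosylation-blocking control 100, at or above a set limit in every replicate; inconclusive = mean reaches the limit but not every replicate does; inactive = mean below the limit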;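 note: luciferase carries N-glycosylation sites so blocking glycosylation raises the light; 0% = median of neutral control wells and 100% = median of 100 nM tunicamycin wells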
Exocytosis inh: lytic granule exocytosis inhibition; inhibition, % at 10 µM; TALL-104 LAMP-1 surface exposure, flow cytometry; cells stimulated with thapsigargin and PMA; hit rate 0.66% among 360,000;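 active = inhibition above about 55%, limit read from the data; inconclusive = no clear call, values can overlap the other calls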
MC4R antagonist: human MC4R antagonism in cAMP assay; MC4R-expressing cells, MTII-stimulated cAMP, LANCE TR-FRET; inhibition, % at 6.5 µM; hit rate 0.48% among 360,000; AID 540295;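 active = inhibition above its plate's cutoff, the mean of tested wells on that plate plus 3 SD, cut at about 29% in these data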;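 note: 0% = Melanotan II alone and 100% = Melanotan II plus saturating MCL0020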
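System: U2OS cells stably expressing human melanocortin 4 receptor (MC4R). Reagent: Melanotan II challenge after compound preincubation. Doses: 6.5 µM. Times: 30-min compound, 1-h challenge, 1-h detection, room temperature. Measured by: TR-FRET with Eu-cAMP and labeled anti-cAMP, 671 nm. Replicates: singlicate.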
NOD2-RIPK2 inh: inhibitors of human NOD2-RIPK2 interaction; hit rate 0.38% among 360,000; CHO BLA complementation NOD2-RIPK2, CCF4 ratio; inhibition, % at 4.98 µM; O43353; in the data active = inhibition above about 21%;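 note: 0% = vehicle only and 100% = reference blocker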
Target sequence (O43353 whole entry, looked up): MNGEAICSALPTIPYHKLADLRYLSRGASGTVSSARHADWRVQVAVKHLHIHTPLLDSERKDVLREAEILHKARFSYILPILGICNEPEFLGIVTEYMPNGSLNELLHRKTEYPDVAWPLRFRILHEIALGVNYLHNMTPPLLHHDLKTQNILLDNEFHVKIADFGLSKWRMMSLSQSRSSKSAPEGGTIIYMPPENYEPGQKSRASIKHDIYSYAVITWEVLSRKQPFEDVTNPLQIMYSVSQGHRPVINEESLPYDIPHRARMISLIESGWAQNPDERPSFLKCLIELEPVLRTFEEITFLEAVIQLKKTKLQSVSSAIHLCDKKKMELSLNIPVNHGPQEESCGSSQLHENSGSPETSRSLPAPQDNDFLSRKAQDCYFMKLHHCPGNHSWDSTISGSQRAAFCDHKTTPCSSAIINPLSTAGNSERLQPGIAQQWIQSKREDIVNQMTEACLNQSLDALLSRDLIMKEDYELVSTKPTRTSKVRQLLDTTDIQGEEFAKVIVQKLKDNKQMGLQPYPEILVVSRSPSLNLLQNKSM
aDG glyco act: increases alpha dystroglycan glycosylation | AID 624168 | activation, % at 10 µM | Pro5-aDG cells, alpha-DG glycosylation AlphaScreen (IIH6); 0% Pro5, 100% B10-LARGE cell signal | hit rate 0.22% among 360,000;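 active = activation of at least 8% versus controls, or a plate z-score of at least 8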;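 note: Pro5 are CHO cells carrying HIG-tagged alpha-DG that lacks glycosylation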
Vif inh: inhibitors of HIV Vif; HEK293T cells, Vif self-association by quenched fluorescence, imaging, 24 h; inhibition, % at 7.49 µM; hit rate 0.35% among 340,000; in the data active = inhibition above about 50%, passing the limit was not always enough; inconclusive = no clear call, values can overlap the other calls; inactive = below about 31%; note: some results filed as inactive read as strong as hits
ABHD5-PLIN5 inh: inhibitors of human ABHD5-perilipin-5 interaction; inhibition, % at 4 µM; Q00G26+Q8WTS1; hit rate 0.78% among 360,000; Split G. princeps luciferase complementation, luminescence, 4 h;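 active = inhibition above the mean inhibition across every tested compound plus 3 SD, cut at about 22% in these data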;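 note: 0% = DMSO only wells and the 100% control is not disclosed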
The depositor's hits bear a star; ? = inconclusive; . = not tested or not shown; & = joins results of further samples.

Exocytosis inh	MC4R antagonist	Glyco luc inh	ABCB6 inh MLPCN	MC4R ag barr	aDG glyco act	Vif inh	ABHD5-PLIN5 inh	NOD2-RIPK2 inh	TLR9-MyD88 inh	SMILES
1	13	1	97	0.1	0.0	-3	0	3	5	CCOC(=O)N1CCN(C(=O)c2oc3ccc(S(=O)(=O)N(CC)CC)cc3c2C)CC1
-5	-3	0	93	-1.1	0.1	-4	-3	-1	-4	O=[N+]([O-])c1cnn(-c2nc(-c3cccs3)cc(C(F)(F)F)n2)c1
3&-2	10&0	-1&-1	102&89	-1.2&1.1	-0.2&-0.4	-5&-1	2&3	-1&-4	-25&-4	C=CCOC(=O)C1=C(C)NC(SCC(=O)N(CC)CC)=C(C#N)C1c1ccco1 (stereo unspecified)
-1	-23	16	105	-1.4	0.2	15	-20	5	2	CCOC(=O)N1CCN(c2c(F)cc3[nH]c(=S)[nH]c3c2Br)CC1
27	-1	1	101	0.8	-0.1	-3	-9	-9	0	COc1cc(/C=C2/C(=N)N3C(SC)=NSC3=NC2=O)ccc1OC(=O)c1ccco1
-1	9	-1	96	-1.6	0.0	6	-6	-5	4	O=c1c2cc([N+](=O)[O-])ccc2nc(CN2CCN(c3ccccn3)CC2)n1-c1ccccc1F
-2	14	14	95	-2.9	0.1	-2	0	0	-6	CC(=O)c1ccccc1-c1csc2ncnc(Sc3nnnn3C)c12
-2	.	.	100	.	0.1	.	-2	6	.	CN(C)CCN1CCN(C(c2cc3ccccc3o2)c2nnnn2C(C)(C)C)CC1 (stereo unspecified)
-2	-3	14	93	-2.5	-0.3	12	-4	-9	-2	Cc1cc(N)ccc1-n1c(C)ccc1C
1	3	3	94	-1.2	0.0	-4	2	-6	4	CC(c1ccccc1)C(OC(=O)c1cccc([N+](=O)[O-])c1C(=O)O)c1ccccc1 (stereo unspecified)
0	13	2	92	0.5	-0.1	-5	3	-1	-2	Cn1c(N)c(C(=O)COC(=O)C2CC(O)CN2S(=O)(=O)c2ccc(Cl)cc2)c(=O)n(C)c1=O (stereo unspecified)
20	-6	-1	93	-4.0	0.0	-10	-12	-1	8	O=C(CNC(=O)OCc1ccccc1)Nc1ccc(F)cc1
1	3	1	98	-1.1	0.0	-1	-10	10	-6	O=C(Oc1ccccc1N1C(=O)C2CC=CCC2C1=O)c1ccc(Br)cc1 (stereo unspecified)
-1	7	2	104	-1.8	0.3	-16	-6	3	8	O=C(CCn1cccn1)Nc1ccc2c(c1)OCO2
-2	-1	-2	97	0.3	-0.3	-1	3	-5	2	O=C(c1ccco1)N1CCN(C(=O)c2sccc2-c2ccccc2)CC1
0	-1	0	98	-0.8	-0.2	1	-9	-6	4	CCN(CCNC(=O)c1ccc2nc(-c3ccccc3NC(C)=O)c(=O)[nH]c2c1)c1ccccc1
2	14	-1	96	-2.2	0.0	-10	3	-2	-2	O=C(OCc1ccc(F)cc1)c1cc(=O)c2ccccc2o1
3	5	-2	105	0.6	0.1	23	-2	-1	4	O=C(NCCCn1ccnc1)c1cn(-c2ccccc2)nc1-c1ccccc1
-1	-9	-5	99	0.1	-0.1	3	-1	-10	-6	COc1ccc(Nc2nc(N)c3ccccc3n2)c(OC)c1
4	3	1	97	2.9	-0.1	9	4	-2	1	Nc1cccc(CCc2nc3ccccc3[nH]2)c1
1	-2	1	105	-0.8	-0.2	-7	-4	7	3	O=C(O)CNC(=O)c1ccccc1F
1	.	.	.	.	0.0	.	-2	2	.	CCCCNC(=O)c1nc(-c2ccncc2)oc1-c1ccc(OC(F)(F)F)cc1
-1	.	.	.	.	0.2	.	-4	7	.	COC(=O)[C@]12CCCCC=C1N(Cc1ccc3c(c1)OCO3)C(=O)[C@H](CC(=O)N1CCN(C(=O)C3CC3)CC1)C2
-4	2	-1	98	-0.5	-0.1	-9	1	-12	.	COCCNC(=O)C1CCCN(C(=O)c2nc3ccccc3s2)CC1 (stereo unspecified)
-5	11	-3	94	1.8	-0.5	.	-5	-7	-6	COc1cc(C(=O)N(Cc2ccccc2)c2cccc(C)c2)ccc1OCC(=O)N1CCOCC1
0	20	0	102	2.1	-0.1	-9	-2	-8	4	CCCc1cc(=O)[nH]c(SCc2nc3ccccc3o2)n1
2	4	1	100	-1.7	0.3	-18	4	-11	5	CC(C)(C)OC(=O)C[C@@H]1C/C=C\C[C@H](CC(=O)N(CCO)Cc2ccccc2)C(=O)NC[C@H](c2ccccc2)OC1=O
0	9	1	88	0.3	0.0	0	2	-8	0	CCN1C(=O)c2cccc3c(S(=O)(=O)Nc4ccc(OC)cc4OC)ccc1c23
22	14	1	102	3.2	-0.2	.	-4	-1	.	COC(=O)c1sc(-c2ccc(C(C)(C)C)cc2)cc1NC(=O)COCC(=O)O
-2	15	2	97	-0.3	-0.1	12	-6	-9	0	CCCOc1ccc(/C(CC)=N/NC(=O)C2(C)CC2(Br)Br)cc1 (stereo unspecified)
0	2	3	95	-1.4	-0.4	14	4	-1	-1	CC(=O)C1=C(O)C(=O)N(CCN(C)C)C1c1ccc(Cl)cc1 (stereo unspecified)
5	1	1	92	-2.0	-0.2	0	11	-14	-1	O=C(COC(=O)Cc1c[nH]c2ccccc12)Nc1ccc(Cl)cc1
-4	3	-1	100	-1.8	0.2	0	13	5	0	COc1ccc(COC(=O)c2ccc(C)c(S(=O)(=O)N3CCOCC3)c2)cc1F
0	12	-4	96	0.1	0.1	13	3	1	-1	CCCc1cc(C(=O)N(C2CCCCC2)C2CCCCC2)no1
-9	-1	1	98	-2.5	0.0	-1	0	-7	0	CCN1CCN(C(=O)COCc2cc(-c3ccc4c(c3)OCO4)on2)CC1
-1	5	-5	101	-3.4	-0.8	-13	-1	-1	-1	CN(CCNC(=O)c1ccc(CS(=O)(=O)c2ccc(Br)cc2)o1)CCc1ccccc1
-6	5	2	98	-2.1	0.2	28	7	-4	-4	COc1ccccc1C=NNC(=O)c1ccncc1
24	-21	-11	103	-1.2	-0.1	11	16	7	7	Cn1nnnc1Sc1ncnc2scc(-c3ccc(Br)cc3)c12
2	-2	-6	98	-0.8	-0.1	-8	2	-9	4	Cc1onc(-c2ccccc2)c1-c1ccnc(N)n1
-1	2	.	110	1.9	-0.2	.	8	-4	-1	Cc1cnn(-c2ccc3nnc(-c4ccc(Br)cc4)n3n2)c1
-14	0	4	98	2.6	-0.2	-7	-3	-2	10	COc1ccc(NC(=O)c2nc[nH]c2C(=O)N[C@@H](C)C(=O)OC(C)(C)C)cc1
-2	7	4	96	2.5	0.1	2	-9	-3	7	C[C@@H]1CN([C@H](C)CO)S(=O)(=O)c2ccc(C3=CCCCC3)cc2O[C@H]1CN(C)C(=O)Cc1cccnc1
-2	9	-3	106	0.7	-0.1	-5	-2	-14	-13	CC1CCCCC1NS(=O)(=O)c1ccc(S(=O)(=O)N2CCN(CCC#N)CC2)cc1 (stereo unspecified)
3	22	0	99	-0.2	0.2	1	1	-9	-9	O=C(Nc1cccc(C(=O)Nc2ccccc2F)c1)c1ccccc1
3	-7	6	81	-1.2	1.8	-10	13	3	8	Cc1ccc(NC(=O)c2ccc(NCCCN3CCOCC3)c([N+](=O)[O-])c2)cc1Cl
-6	16	3	101	-2.2	0.9	2	-7	-1	-4	Cc1c(Cl)cc(-n2cnnn2)cc1[N+](=O)[O-]
0	-26	-10	96	-1.0	0.4	13	-3	-6	-1	Cc1nc(N)c(C#N)c(-c2cccnc2)c1-c1ccccc1
-4	5	-2	101	0.5	0.0	-4	-5	-9	-5	Cc1cccc(C)c1OCC(=O)N/N=C/c1cc2c(cc1[N+](=O)[O-])OCO2
7	9	0	96	-0.2	0.1	-2	1	-3	3	CCOC(=O)c1ccc([N+](=O)[O-])c(CS(=O)(=O)c2ccc(Cl)cc2)c1
-1	-2	1	102	-0.5	0.7	0	2	-11	2	COc1cccc(N(C(=O)C2CSC(=O)C2)C(C(=O)NC(C)(C)C)c2ccncc2)c1 (stereo unspecified)
6	-4	6	101	-2.6	0.2	7	1	-8	0	Cc1cc(-c2ccc(C(C)C)c(S(=O)(=O)N3CCN(c4ccccn4)CC3)c2)on1
-2	5	0	98	-2.0	0.3	-13	-3	-6	-6	Cc1sc(NC(=O)CSc2nnc(CCNC(=O)c3cccs3)n2C)nc1-c1ccccc1
-4	6	-3	96	0.2	0.0	-4	-3	-8	-8	O=C(c1ccc(S(=O)(=O)N2CCCCCC2)cc1)N1CCN(c2ccccc2)CC1
0	5	2	103	0.5	-0.1	-3	2	13	-16	CC(C)[N+](C)(CCOC(=O)C1c2ccccc2Oc2ccccc21)C(C)C
-2	-17	?	99	-2.0	-0.2	54*	-1	17	-14	O=C(Cc1ccc(-c2ccccc2)cc1)NCc1ccccc1
0	-1	15	96	-2.2	-0.3	0	-1	12	10	COc1cccc2sc(Nc3nnc(-c4cccs4)o3)nc12
-1	8	-3	98	-0.4	0.4	-5	-1	0	6	CCc1ccccc1NC(=O)c1ccc(Cn2cc([N+](=O)[O-])cn2)cc1
1	-1	1	98	-0.6	0.2	-21	-4	-11	-7	OCC1OC(n2cnc3c(SCc4ccccc4)nc(F)nc32)C(O)C1O (stereo unspecified)
1	-8	4	98	-1.8	0.0	-5	4	3	-13	COc1ccc(C(=O)N/N=c2\oc3ccccc3cc2C(N)=O)cc1
-5	-2	-1	100	1.4	0.3	0	7	-16	3	COc1ccc(S(=O)(=O)N2CCN(Cc3ccc(OC)c(OC)c3)CC2)cc1

Single entries from the entries so far:
Cc1ccc(NC(=O)c2ccc(NCCCN3CCOCC3)c([N+](=O)[O-])c2)cc1Cl in Vif inh: -10
CC(C)[N+](C)(CCOC(=O)C1c2ccccc2Oc2ccccc21)C(C)C in TLR9-MyD88 inh: -16

(further entries)
Exocytosis inh	MC4R antagonist	Glyco luc inh	ABCB6 inh MLPCN	MC4R ag barr	aDG glyco act	Vif inh	ABHD5-PLIN5 inh	NOD2-RIPK2 inh	TLR9-MyD88 inh	SMILES
4	3	1	99	0.4	0.2	-2	6	10	7	C[C@]12c3[nH]c4ccccc4c3CCN1C(=O)C(CC(=O)NCCCn1ccnc1)C[C@@H]2C(=O)N1CCCCC1 (stereo partly specified)
-2	-15	15	104	-2.1	0.0	14	1	4	4	CC(=Nc1ccccc1)C1=C(O)C(Cc2ccc(F)cc2)NC1=O (stereo unspecified)
10	-6	8	97	8.8*	0.2	-3	-6	6	1	Cc1cc(S(=O)(=O)Nc2ccc3ccccc3c2)c(C)s1
16	8	-1	97	-0.9	-0.3	7	3	4	2	CCN(CC)S(=O)(=O)c1ccc(NCC2COc3ccccc3O2)c([N+](=O)[O-])c1 (stereo unspecified)
-2	12	14	98	-2.8	-0.3	-3	0	4	9	CC(C)c1c(C(=O)N/N=C/c2ccccc2OCc2c(F)cccc2Cl)nnn1-c1nonc1N
-1	17	0	103	0.2	-0.1	-1	-6	-4	-6	CC(=O)Nc1c(C(=O)N2CCN(c3ccccn3)CC2)cnn1-c1ccc(C)cc1

These rows are one share of the data, so the mix of outcomes need not match the whole.
